LMNA splice mod = LMNA splicing modulation; 200,000 tested, 0.01% active; AID 1487; HeLa LMNA splicing GFP/RFP minigene ratio, 48 h; Potency, µM (series often up to 46.1 µM), for inactives: at the highest dose ratio change, negative = inhibition, actives largely listed as inhibitors; active = well fitted inhibition curve with a large enough effect in the signal ratio, with a control signal flat, not every such curve was filed as active; inconclusive = small, poorly fitted or top-dose-only effect, or effect the other way, or a change in a side signal; the % refers to the signal ratio; note: potency is the fitted concentration of half-maximal effect; % is set by controls: 0 for no effect and ±100 for the full control effect
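S3 HeLa cells stably expressing lamin A-EGFP splicing minigene plus DsRed2, 600 cells/well, 48 h compound exposure at 37C. Laser-scanning cytometry; analysed as GFP (500-530 nm)/RFP (575-640 nm) total intensity ratio; 0.5% DMSO vehicle.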
Epigenetic derep = epigenetic control regulation, reporter derepression; 280,000 tested, 0.2% active; Potency, µM (doses to about 53.9 µM), inactives show at the top dose GFP activation, hits mostly activators; murine LDR cells, GFP reporter derepression, 30 h; AID 1865; note: potency is the fitted concentration of half-maximal effect; % of control where 0% means no effect; nearly all actives have a fitted effect of over 60% in size
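Derepression of a silenced CMV-GFP reporter in murine LDR cells is scored by enumerating GFP-positive cells with a laser-scanning microplate cytometer after 30 hours of treatment at 37 C.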
NPSR antag = neuropeptide S receptor (human) antagonism, cAMP; Potency, µM (series often up to 38.3 µM), inactives show at the highest dose activity change, negative = inhibition, usual class: inhibitors; Q6W5P4; CHO-NPSR cells, cAMP TR-FRET, antagonist mode; 220,000 tested, 1% active; note: potency is the fitted concentration of half-maximal effect; % is set by controls: 0 for no effect and ±100 for the full control effect; nearly all actives have a fitted effect of over 50% in size; many of its hits are not listed in these tables
Target sequence (Q6W5P4 whole entry, looked up): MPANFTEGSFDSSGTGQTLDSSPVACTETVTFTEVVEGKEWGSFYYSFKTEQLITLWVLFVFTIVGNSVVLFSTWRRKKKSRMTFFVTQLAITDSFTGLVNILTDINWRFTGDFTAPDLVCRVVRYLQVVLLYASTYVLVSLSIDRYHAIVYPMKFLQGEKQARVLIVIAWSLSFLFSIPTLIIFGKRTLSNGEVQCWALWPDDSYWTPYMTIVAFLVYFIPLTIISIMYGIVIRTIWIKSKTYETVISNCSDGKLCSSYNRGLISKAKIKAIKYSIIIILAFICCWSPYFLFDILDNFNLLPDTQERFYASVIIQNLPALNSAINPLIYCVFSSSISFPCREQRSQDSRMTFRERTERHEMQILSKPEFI
CBFb-RUNX1 inh = blocks binding between human CBF-beta and RUNX1 | Q01196+Q13951 | AlphaScreen CBFb-His/RUNX1-biotin binding, biochemical | Potency, µM (top dose mostly 59.8 µM), for inactives: at the top dose activity, negative = inhibition, usual class: inhibitors | 230,000 tested, under 10 active | AID 1477; note: % of control where 0% means no effect
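Proteins preincubated together for 20 min at RT before compound addition; 15 min later, nickel and streptavidin beads were added and left 90 min prior to AlphaScreen measurement.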
KinaseGlo FLuc = counter-screen: inhibitors of Kinase-Glo firefly luciferase. Q27757. Kinase-Glo luciferase, ATP luminescence, 8 min. Potency, µM (doses to about 38.3 µM), inactives show at the top dose activity change, negative = inhibition, usual class: inhibitors. 200,000 tested, 0.28% active; note: potency is the fitted concentration of half-maximal effect; % is set by controls: 0 for no effect and ±100 for the full control effect; nearly all actives have a fitted effect of over 60% in size
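Substrate mix (final 50 mM imidazole pH 7.2, 50 mM KCl, 7 mM MgCl2, 10 uM ATP, 0.01% Tween 20, 0.05% BSA) plus pin-tool compound, then Kinase-Glo detection mix; 8 min ambient, luminescence read.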
IMPase Li inh = cell-permeable IMPase inhibitors with lithium potentiation | CHO-M1 cells, IP1 TR-FRET (IP-One), carbachol + lithium | Potency, µM (series often up to 59.4 µM), without a hit: at the highest dose activity, negative = IMPase inhibition, actives largely listed as inhibitors | 210,000 tested, 0.35% active;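 note: IP1 builds up when IMPase is blocked and the TR-FRET signal falls; potency is the fitted concentration of half-maximal effect; plate controls were basal vehicle for no effect and high inhibitor control for full effect; nearly all actives have a fitted effect of over 50% in size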
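IP1 accumulation measured by competitive TR-FRET in lysed CHO-M1 cells after 30 min compound exposure at 37C, with a small lithium addition to potentiate weak responses. Hill-equation AC50 from ratio and donor-channel data.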
GLA spleen mod = alpha-galactosidase A (human) modulation | P06280 | human spleen homogenate, 4MU-alpha-Gal fluorescence, 40 min | Potency, µM (highest dose often 80 µM), for inactives: top-dose activity change, negative = inhibition, usual class: inhibitors | 240,000 tested, 0.008% active | AID 2107;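 note: potency is the fitted concentration of half-maximal effect; 0% = enzyme with vehicle and -100% = no enzyme basal signal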
Target sequence (P06280 32-429 limits assumed): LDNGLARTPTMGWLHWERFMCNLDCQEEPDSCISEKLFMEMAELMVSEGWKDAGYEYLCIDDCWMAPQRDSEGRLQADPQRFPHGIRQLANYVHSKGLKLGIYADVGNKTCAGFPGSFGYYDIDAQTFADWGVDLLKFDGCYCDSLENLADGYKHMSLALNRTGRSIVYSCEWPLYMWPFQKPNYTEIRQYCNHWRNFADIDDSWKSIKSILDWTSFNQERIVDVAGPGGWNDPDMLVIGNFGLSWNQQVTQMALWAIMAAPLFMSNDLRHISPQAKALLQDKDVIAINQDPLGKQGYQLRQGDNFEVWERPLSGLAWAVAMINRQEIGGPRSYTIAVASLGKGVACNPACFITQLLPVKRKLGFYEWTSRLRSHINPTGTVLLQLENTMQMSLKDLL
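Human spleen homogenate (1 ug) as enzyme source, 4-methylumbelliferyl-alpha-D-galactopyranoside 1 mM final, citrate/phosphate pH 5.0 with 0.01% Tween-20. Compounds 40 min at 37C, NaOH/glycine stop; fluorescence Ex 365/Em 440, Hill-fit AC50.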
The depositor's hits bear a star; ? = inconclusive; / = no result given; & = joins results of further samples; [ ] = remark or other dose. Unless noted, calls come from the whole dose curve; as a rule, active = well fitted curve in the direction sought with a large enough effect; inconclusive = small, poorly fitted or top-dose-only effect, or another doubt; inactive = no such curve, though single readings can be large; an effect the other way counts as inactive or inconclusive.

Results follow in this order: LMNA splice mod	Epigenetic derep	NPSR antag	CBFb-RUNX1 inh	KinaseGlo FLuc	IMPase Li inh	GLA spleen mod
1. CCCC(=O)Nc1ccc(C(=O)NNC(=O)c2cccs2)cc1
  -1%[0.0737 µM]	-0.9%	6%[46.1 µM]	3%	1%	-2%[38.3 µM]	-18%
2. O=C(O)c1ccc(N2CC3CC(C2)c2cccc(=O)n2C3)c(NS(=O)(=O)c2cccc(C(F)(F)F)c2)c1 (configuration not stated)
  /	-1.3%	13%	0%	/	8%	-14%
3. COCCCNC(=O)COc1ccc(Br)cc1Cl
  ?	2.2%	22%	3%	0%	-5%	5%
4. CC1CCC(C(C)C)C(OP(=O)(c2ccccc2)C(O)c2ccncc2)C1 (configuration not stated)
  /	0.4%	-11%	-3%	1%	8%	-16%
5. CC(=O)N[C@H]1C[C@@H]1c1ccccc1
  -7%	1.5%	?	3%	2%	21%[38.3 µM]	-7%
6. COc1ccc2c(c1)OCC(Cc1ccc(O)c(OC)c1)C2=O (configuration not stated)
  /	-2.4%	/	11%	-16%	23%	2%
7. CC(=O)Nc1cc(C(=O)N2CCN(C)CC2)ccc1S(=O)(=O)c1ccc(C)cc1
  4%	-4.7%	-24%[46.1 µM]	2%	3%	-3%[38.3 µM]	4%
8. CN1CCCN(C(=O)c2cc(-c3cccc4ccccc34)nc3ccccc23)CC1
  /	-0.1%	-9%	12%	/	/	3%
9. CC(C)CC(N)C(=O)OCc1ccc([N+](=O)[O-])cc1 (configuration not stated)
  /	-1.6%	-23%	-1%	/	/	8%
10. NC(=O)C1(N2CCCCC2)CCN(Cc2nc(-c3cccs3)no2)CC1
  /	0.0%	9%	11%	/	/	-2%
11. O=C(NCc1ccncc1)C(=O)Nc1nccs1
  /	-1.4%	20%	15%	/	/	-3%
12. O=C(CCN1CCN(c2ccccc2)CC1)Nc1cccc(Br)c1
  /	-2.7%	-20%	-2%	-1%	6%	1%
13. O=C1CC(N2CCC(C(=O)N3CCCCC3)CC2)C(=O)N1 (configuration not stated)
  -6%	-0.8%	-3%[46.1 µM]	6%	1%	-11%[38.3 µM]	3%
14. COc1ccc(CN(Cc2cc3cc(OC)c(OC)cc3[nH]c2=O)C(=O)NC2CCCCC2)cc1
  8%	0.1%	-6%[46.1 µM]	-3%	-6%	27%[38.3 µM]	8%
15. N[C@H](CO)Cc1cnc[nH]1
  /	-0.4%	/	5%[21.7 µM]	1%	9%	2%

Fetched by structure from the list above, 2 records:
Results follow in this order: LMNA splice mod	Epigenetic derep	NPSR antag	CBFb-RUNX1 inh	KinaseGlo FLuc	IMPase Li inh	GLA spleen mod
6. COc1ccc2c(c1)OCC(Cc1ccc(O)c(OC)c1)C2=O (configuration not stated)
  /	-2.4%	/	11%	-16%	23%	2%
3. COCCCNC(=O)COc1ccc(Br)cc1Cl
  ?	2.2%	22%	3%	0%	-5%	5%

New compounds follow:
Results follow in this order: LMNA splice mod	Epigenetic derep	NPSR antag	CBFb-RUNX1 inh	KinaseGlo FLuc	IMPase Li inh	GLA spleen mod
16. COc1ccc(Cn2c(=O)[nH]c3cc(C(=O)N4CCN(Cc5ccccc5)CC4)ccc3c2=O)cc1
  ?	0.6%	?	-6%	-3%	14%[38.3 µM]	3%
17. CCOc1ccc(N(CC(=O)NCCSc2ccccn2)S(C)(=O)=O)cc1
  9%	-1.0%	-3%[46.1 µM]	-2%	-1%	0%[38.3 µM]	5%
18. CCCCOc1ccc(C(=O)N/C(=C\c2cccc([N+](=O)[O-])c2)C(=O)OCCC)cc1
  23%	0.0%	-18%[46.1 µM]	3%	-3%	-6%[38.3 µM]	-8%
19. COc1ccc(C(C#N)C2(C)OCCO2)cc1OC (configuration not stated)
  11%	-0.1%	-15%[46.1 µM]	6%	-3%	23%[38.3 µM]	2%
20. COc1ccc(C(=O)C2CCCN(Cc3ccc(C#CCCO)cc3)C2)c(OC)c1 (configuration not stated)
  ?	0.1%	-2%	6%	-2%	34%[activator]	5%
21. CSc1nc(Sc2cccc(Cl)c2)c2ccccc2n1
  ?	-1.1%	1%[46.1 µM]	3%	-1%	-8%[38.3 µM]	-5%
22. CCOC(=O)CC1C(=O)NCCN1Cc1cccc(C(F)(F)F)c1 (configuration not stated)
  -3%	1.0%	1%[46.1 µM]	5%	2%	12%[38.3 µM]	-4%
23. CCNS(=O)(=O)c1ccc(CCC(N)=O)cc1
  ?	-1.4%	8%	7%	2%	0%	-6%
24. CC(C)n1c(-c2ccccc2F)n[nH]c1=S
  0%	0.0%	-4%[46.1 µM]	-6%	2%	-9%[38.3 µM]	1%
25. Clc1ccc(C2[C@H]3CN(CC4CCCCC4)[C@H](c4ccccc4)C34CC2(c2cccnc2)C4)cn1 (some centres not stated)
  /	5.0%&-0.8%	-40%	-11%&2%	-1%	11%	4%&-5%
26. O=C(NNc1ccccc1)C(CCO)C(=O)NNc1ccccc1
  -4%[46 µM]	-0.4%	6%	10%	-3%	2%	1%
27. O=C(NCc1ccncc1)Nc1cc(Cl)ccc1Cl
  2%[46 µM]	-1.9%	42%	0%	-5%	-5%	0%
28. CCOC(=O)c1ccc2[nH]c3c(c2c1)CN(C)CC3
  -7%	-0.8%	-5%[46.1 µM]	-1%	0%	26%[38.3 µM]	4%
29. Cc1ccc2c(c1)N(CC(=O)N(Cc1ccccn1)Cc1ccco1)C(=O)C(C(C)C)O2 (configuration not stated)
  0%	-2.0%	-10%[46.1 µM]	-4%	0%	7%	0%
30. COC(=O)[C@@]1(Cc2ccccc2)[C@H]2c3cc(C(=O)N(C)C)n(C[C@H](O)CO)c3C[C@H]2CN1C(=O)c1ccccc1
  /	1.1%	/	8%	0%	-13%	9%

Going on with the list:
Codes: A = LMNA splice mod; B = Epigenetic derep; C = NPSR antag; D = CBFb-RUNX1 inh; E = KinaseGlo FLuc; F = IMPase Li inh; G = GLA spleen mod
31) CC(=O)c1cccc(NC(=O)Cc2coc3cc4c(cc23)CCC4)c1
  A: ? | B: -3.2% | C: -2% | D: 3% | E: 0% | F: 2% | G: -8%

32) Cc1cc2c3nonc3ccc2n1-c1ccccc1
  A: 9% | B: -2.2% | C: -5%[46.1 µM] | D: ? | E: -4% | F: -2%[38.3 µM] | G: 19%

33) COC(=O)CSc1nnc2n(C3CCCCC3)c(=O)c3c4c(sc3n12)CCCC4
  A: -1% | B: -1.1% | C: -26%[46.1 µM] | D: 0% | E: -2% | F: 15%[38.3 µM] | G: 0%

34) O=C(Nc1ccc(F)cc1)c1c(Cl)nc2ccccn12
  A: -2%[46 µM] | B: -1.3% | C: 0% | D: -1% | E: 1% | F: 4% | G: -9%

35) CC(C)OCCCN1C=C2C(=O)C(C)(OC(=O)CCc3ccccc3)C(=O)C=C2C=C1c1ccc(C#N)cc1 (configuration not stated)
  A: 1%[9.22 µM] | B: 4.5% | C: -17% | D: -5%[13.1 µM] | E: -8%[7.66 µM] | F: 13% | G: 6%[17.5 µM]

36) C#CCn1c(=NC(=O)CN2C(=O)CCC2=O)sc2cccc(OC)c21
  A: / | B: 0.6% | C: 3% | D: 1% | E: / | F: / | G: 0%

37) CCN1C2=NCCCN2c2ccccc21
  A: -3% | B: 5.5% | C: 3%[46.1 µM] | D: 5% | E: -1% | F: -6%[38.3 µM] | G: 0%

38) CC(=O)Nc1nc2ccc(C(=O)NCCOC(=O)C3CCCCC3)cc2s1
  A: -2%[46 µM] | B: -1.6% | C: 3% | D: 3% | E: -7% | F: 9% | G: 0%

39) Cn1c(-c2sccc2OCc2cccc(C(F)(F)F)c2)n[nH]c1=S
  A: 17%[46 µM] | B: -0.3% | C: -52% | D: -3% | E: -2% | F: 5% | G: -1%

40) CNC1C(OC2C(O[C@@H]3C(O)C(O)[C@@H](N=C(N)N)C(O)C3N=C(N)N)OC(C)[C@@]2(O)CO)OC(CO)C(O)C1O (some centres not stated)
  A: ? | B: -1.3% | C: / | D: 1% | E: -3% | F: 4% | G: -2%

41) CC(=O)OC1CCC2(C)C3CC(=O)C4(C)C(CC5OC6(CCC(C)CO6)C(C)C54)C3CC[C@H]2C1 (some centres not stated)
  A: / | B: -0.3% | C: / | D: 0% | E: -2% | F: 16% | G: 3%

42) Cc1ccc(SCC(=O)Nc2cccc(C(=O)NC(C)(C)C)c2)cc1
  A: 5% | B: 1.0% | C: -12%[46.1 µM] | D: 4% | E: 2% | F: 0%[38.3 µM] | G: -13%

4 of these compounds, set out differently.
entry	SMILES	LMNA splice mod	Epigenetic derep	NPSR antag	CBFb-RUNX1 inh	KinaseGlo FLuc	IMPase Li inh	GLA spleen mod
38	CC(=O)Nc1nc2ccc(C(=O)NCCOC(=O)C3CCCCC3)cc2s1	-2%[46 µM]	-1.6%	3%	3%	-7%	9%	0%
39	Cn1c(-c2sccc2OCc2cccc(C(F)(F)F)c2)n[nH]c1=S	17%[46 µM]	-0.3%	-52%	-3%	-2%	5%	-1%
40	CNC1C(OC2C(O[C@@H]3C(O)C(O)[C@@H](N=C(N)N)C(O)C3N=C(N)N)OC(C)[C@@]2(O)CO)OC(CO)C(O)C1O (some centres not stated)	?	-1.3%	/	1%	-3%	4%	-2%
41	CC(=O)OC1CCC2(C)C3CC(=O)C4(C)C(CC5OC6(CCC(C)CO6)C(C)C54)C3CC[C@H]2C1 (some centres not stated)	/	-0.3%	/	0%	-2%	16%	3%

Single records (already shown). Order of screens: LMNA splice mod	Epigenetic derep	NPSR antag	CBFb-RUNX1 inh	KinaseGlo FLuc	IMPase Li inh	GLA spleen mod
CC(C)OCCCN1C=C2C(=O)C(C)(OC(=O)CCc3ccccc3)C(=O)C=C2C=C1c1ccc(C#N)cc1 (configuration not stated) is entered as 1%[9.22 µM]	4.5%	-17%	-5%[13.1 µM]	-8%[7.66 µM]	13%	6%[17.5 µM]
Cc1cc2c3nonc3ccc2n1-c1ccccc1 is entered as 9%	-2.2%	-5%[46.1 µM]	?	-4%	-2%[38.3 µM]	19%
O=C(CCN1CCN(c2ccccc2)CC1)Nc1cccc(Br)c1 is entered as /	-2.7%	-20%	-2%	-1%	6%	1%

High-throughput results deposited in PubChem BioAssay by National Center for Advancing Translational Sciences (NCATS).

This is a subset (hit frequency here may not be typical).
